Source: PubChem BioAssay
12-LOX inh: ALOX12 (human) lipoxygenase inhibition. purified 12hLO, xylenol orange hydroperoxide absorbance. hit rate 1.1% among 580,000. P18054. AID 1671190. Potency, µM (top dose mostly 108 µM), for the others: at the top dose activity change, negative = inhibition, usual class: inhibitors; active = well fitted inhibition curve with a large enough effect; inconclusive = small, poorly fitted or top-dose-only effect, or another doubt; inactive = no such curve, though single readings can be large or run the other way
Target sequence (P18054 whole entry, looked up): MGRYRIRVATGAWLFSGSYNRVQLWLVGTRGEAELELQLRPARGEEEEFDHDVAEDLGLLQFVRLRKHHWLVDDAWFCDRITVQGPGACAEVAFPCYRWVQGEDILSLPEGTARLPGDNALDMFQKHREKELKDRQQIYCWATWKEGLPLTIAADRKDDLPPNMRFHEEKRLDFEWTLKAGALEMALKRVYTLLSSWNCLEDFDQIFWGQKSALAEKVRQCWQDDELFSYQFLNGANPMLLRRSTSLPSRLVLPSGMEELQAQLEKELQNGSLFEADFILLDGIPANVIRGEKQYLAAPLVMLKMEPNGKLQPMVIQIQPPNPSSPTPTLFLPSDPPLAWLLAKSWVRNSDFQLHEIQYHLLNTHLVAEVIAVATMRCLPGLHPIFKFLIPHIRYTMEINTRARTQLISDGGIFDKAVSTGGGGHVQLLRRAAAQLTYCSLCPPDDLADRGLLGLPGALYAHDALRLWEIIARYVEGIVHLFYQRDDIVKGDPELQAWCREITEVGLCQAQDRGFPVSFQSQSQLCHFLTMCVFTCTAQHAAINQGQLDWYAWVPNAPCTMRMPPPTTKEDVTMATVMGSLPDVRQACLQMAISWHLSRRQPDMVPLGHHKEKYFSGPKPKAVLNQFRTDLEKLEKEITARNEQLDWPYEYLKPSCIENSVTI
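Purified human 12hLO (150 nM final) in 25 mM Hepes, 0.01% Triton X-100, pH 7.0 was preincubated 15 min at room temperature with compound. Then 40 uM arachidonic acid was added, 30 min. Hydroperoxide was read by Fe-XO absorbance ratio 573/405 nm.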
* hit, by the source's call; ? = inconclusive; & = joins results of further samples; [ ] = dose if it differs, or a comment. % is set by controls: 0 for no effect and ±100 for the full control effect; potency is the fitted concentration of half-maximal effect. This is a subset; count on the stated rates, not on these rows.

12-LOX inh	compound
?	CC(C)Cn1nnnc1SCc1coc(-c2cccc(Cl)c2)n1
?	O=C1NC[C@H](CCCCN2C[C@H](Cc3ccccc3)N(CCC3CCCCC3)C(=O)C2=O)N(CC2CCCCC2)C1=O
43%[activator]	CCCS(=O)(=O)N1CCC2(CC1)C(OC)CN2c1cccc(F)c1 (stereo not given)
32%	CC(C)CN(CC1CN(C(=O)c2ccccc2Cl)CCO1)C(=O)c1cccc(F)c1 (stereo not given)
32%[activator]	CCCCN1CCN(C(=O)C2CCC(=O)N(Cc3cccc(F)c3)C2)CC1=O (stereo not given)
5%	COc1ccc(-c2cnc3c(NC=O)cc(-c4ccc(S(C)(=O)=O)cc4)cn23)cc1OC
-10%	N#CC1(NC(=O)Cn2c(=O)c3c(ncn3Cc3ccco3)n(Cc3ccccc3)c2=O)CCCC1
?	CC(=O)C1=C(c2ccc(OC(F)F)cc2)N(C(C)=O)n2c(nnc2-c2ccccc2)S1
-8%	CCC(C)Oc1ccccc1/C=C(\C#N)c1nc2ccccc2[nH]1 (stereo not given)
-8%	Cc1nc2ccc(Cl)cc2cc1C(=O)NCCOc1ccc(F)cc1
?	Cc1ccc(NC(=O)C2=C(c3ccccc3)NC(=S)NC2c2ccc(C)cc2)cc1 (stereo not given)
-3%	CC(C)[C@@H](C)/C=C/[C@@H](C)[C@H]1CC[C@@H]2[C@]1(C)CCC1[C@]23C=C[C@]2(C[C@@H](O)CC[C@]12C)N(C(=O)Cc1ccccc1)O3 (stereo not given in full)
-26%[176 µM]	COC1CCN(C(=O)c2cnc3c(c2)N(C(=O)CCc2ccccc2)CCC3)CC1
-9%	c1ccc2oc(-c3ccnc4nc(C5CCC5)nn34)cc2c1
10%	Cc1cccc(S(=O)(=O)N(C)C[C@@H]2OCc3cnnn3CCCC(=O)N([C@H](C)CO)C[C@@H]2C)c1
?	COc1cc([C@H]2[C@@H](C(=O)O)c3ccccc3C(=O)N2Cc2ccc(F)cc2)cc(OC)c1OC
-9%	COc1ccc2c(CCNC(=O)CSc3nc(Cl)nc4nc[nH]c34)c[nH]c2c1
113%[activator]	CC(O)CN1CC2(CCC1=O)CCN(Cc1cncn1C)CC2 (stereo not given)
18%[176 µM]	Cc1ccccc1CN1CCN2C(=O)N(Cc3cccnc3)C[C@H]2C1
-5%[176 µM]	Cc1csc(NC(=O)[C@@H]2CCC[C@@H](NCC3CC3)CN(C)C(=O)C2)n1
72%[activator]	CCC1(N2CCN(C(=O)CCc3c[nH]c4ccccc34)CC2)CCN(C(=O)NC)C1 (stereo not given)
21%	O=C(NCCN1CCOCC1)c1ccc(-c2ccc(N3CCSCC3)nc2)cc1
34%	CCC(=O)N1CCc2c(C(=O)NCC(C)C)cccc21
17%	C[C@@H]1CN([C@@H](C)CO)C(=O)c2cc(Br)cnc2O[C@H]1CN(C)Cc1cccnc1
39%[activator]	COc1ccc(C(C)=O)cc1CN1C(=O)C(C)ON=C1c1ccccn1 (stereo not given)
50%[activator]	CCOc1cc(=O)n2c(c1C(=O)Nc1cccc(C)c1C)CCCC2
43%[activator]	CC(C)C(=O)N1Cc2ccccc2CC2(CCCN(CC3CCCCC3)C2)C1 (stereo not given)
-14%	COc1ccc(-c2nc3c(c(-c4ccccc4)n2)CN(C(=O)c2ccccc2)CC3)cc1
57%[activator]	CCCCCCCCCc1ccc(-c2ccc(CCCCCCC)cc2)nc1
-27%[57.4 µM]	COc1nc(C)cnc1NS(=O)(=O)c1cccnc1-c1ccc(-c2nnco2)cc1
-14%[176 µM]	O=C1COc2ccc(-c3ccncc3)nc2CN1Cc1ccc(F)cc1
-27%	CCOC(=O)c1ccc(Nc2c(C(=O)OCC)cnc3ccc(OCC)cc23)cc1
29%	Fc1ccc(C2Cn3nnc(-c4nc(-c5ccccn5)no4)c3CO2)cc1 (stereo not given)
?	O=S1(=O)c2c(cccc2N2CCCCC2)O[C@H](COCc2ccccc2)CN1C1CC1
-8%	COc1ccc(CC(N)c2csc(NC(=O)c3cccs3)n2)cc1 (stereo not given)
9%&77%	CN(C)CCNCc1ccc(-c2ccccc2)o1
-6%	Cc1cc(C)c2oc(C(=O)Nc3cccc(Cl)c3)cc(=O)c2c1
-17%	Cc1ccccc1CCC1CCCN(CC(=O)N2CCOCC2)C1 (stereo not given)
16%	CCCCC(=O)NC1CCN(c2cnn(C)c(=O)c2)CC1
16%	CCCNC(=O)C1c2ccccc2C(=O)N(CCOC)C12CCCCC2 (stereo not given)
20%[176 µM]	Cn1nc(C2CCN(C(=O)Nc3ccc(Cl)cc3)CC2)[nH]c1=O
?	Cc1cc(Br)ccc1NC(=O)C[C@H]1NC(=O)c2ccccc2NC1=O
24%	Cc1cc(C(=O)N2CC(F)(F)C[C@H]2c2nnc(C3CC3)o2)c(C)o1
-20%[176 µM]	O=C1CO[C@H]2CCN(CCCc3ccccc3)CC[C@@H]2N1Cc1ccccc1
26%	CCNC(=O)/C=C/c1ccc(OC)cc1
62%[activator]	COC(=O)[C@@H](Cc1cccnc1)NC(=O)[C@H]1CN(C(=O)Nc2ccccc2)CCN1C(C)=O
42%[activator]	O=C1CCN(C(=O)C2CCN(Cc3c[nH]c4ccccc34)CC2)CCCCCCN1
0%	CN(C)CCCOC(=O)c1ccc(C(C)(C)C)cc1
?	CC(C)N1CCc2c(sc(NC(=O)c3ccco3)c2-c2nc3ccccc3s2)C1
42%	O=C(CCCc1ccccc1)N1CCCC1c1nc(C2CCOCC2)no1 (stereo not given)
36%[activator]	O=C(N[C@H]1CO[C@H]2[C@@H]1OC[C@@H]2n1nnnc1Oc1ccc(-n2ccnc2)cc1)c1ccccc1
?	Cc1ccc(-c2ccc(N)cc2)o1
6%	CC(=O)c1cccc(NC(=O)O[C@@H]2CO[C@H]3[C@@H]2OC[C@@H]3NC(=S)Nc2cccc3ccccc23)c1
-19%	Nc1[nH]c(C(=O)c2ccccc2)c(-c2ccc(Cl)c(Cl)c2)c1C(=O)NCCc1c[nH]c2ccccc12
?	COc1ccc(NC(=O)C2Cc3c(-c4ccc(NC(C)=O)cc4)ccnc3O2)cc1OC (stereo not given)
24%	O=C1CN(C(=O)CCC(=O)N2CCc3nc4cc(-c5ccccc5)[nH]n4c(=O)c3C2)c2ccccc2N1
-3%	CC(C)CCOC(=O)C(C)Oc1ccc2c(=O)c(-c3ccccc3Cl)coc2c1 (stereo not given)
46%[activator]	O=C(c1ccn[nH]1)N1CCC2(CC1)CC(N1CCN(c3ccccn3)CC1)CCO2 (stereo not given)
1%	Cc1cc(C)cc(Nc2nc(C)cc(=O)n2CC(=O)NC(C)CCc2ccccc2)c1 (stereo not given)
9%[176 µM]	CC(C)CCN(C)Cc1ccc(-c2ccccc2)cc1

Arranged by length of the SMILES (descending): three of the compounds above.
12-LOX inh	compound
46%[activator]	O=C(c1ccn[nH]1)N1CCC2(CC1)CC(N1CCN(c3ccccn3)CC1)CCO2 (stereo not given)
20%[176 µM]	Cn1nc(C2CCN(C(=O)Nc3ccc(Cl)cc3)CC2)[nH]c1=O
26%	CCNC(=O)/C=C/c1ccc(OC)cc1

More entries
12-LOX inh	compound
7%	O=C(c1cccc(Oc2ccccc2)c1)N1CC[C@@]2(O)CCNC[C@H]2C1
3%	Cc1nc(-c2c3n(c(=O)n(CC#N)c2=O)CCCCC3)no1
?	CCOCCCNCc1cc(=O)oc2ccc3ccccc3c12
-4%	CSc1ccc(C(=O)N2CCN(Cc3ccccc3)CC(O)C2)cc1 (stereo not given)
?	O/N=C(\c1ccc(O)cc1O)c1ccccc1F
-2%	CCN(c1ccccc1)S(=O)(=O)c1ccc(NC(=O)c2cc(=O)c3ccc(C)cc3o2)cc1
5%	Cn1c(=O)c2cn(S(=O)(=O)c3ccccc3)nc2n(C)c1=O
-12%	CN1CCCCC(NC(=O)c2cccc(F)c2)C1=O (stereo not given)
?	CCOC(=O)c1sc(NC(=O)C2CC(=O)N(c3n[nH]c4ccccc34)C2)nc1C (stereo not given)
25%	CCOc1ccc(NC(=O)CCC2CCN(c3cc(NC4CC4)ncn3)CC2)cc1
?	Cc1ccc(-c2csc3c2NC(=O)CC3c2ccc(C)cc2)cc1 (stereo not given)
-10%	COc1ccccc1C(=O)Nc1ccc(-c2nc3ncccc3o2)cc1
3%	Fc1ccccc1CCC1CCCN(c2nnnn2-c2ccccc2)C1 (stereo not given)
9%	O=C(CCSc1ccccc1)N1CCC(c2nnc3n2CCC3)CC1
29%	CCCn1nc(C(=O)OCc2nc(-c3cccc(OC)c3)no2)c2ccccc2c1=O
0%	COc1ccc2c(c1)CCc1c-2n[nH]c1C(=O)N1CCc2nc3cc(-c4ccccc4)[nH]n3c(=O)c2C1
11%	COc1cccc(CN2C(=NC(=O)C3CCCO3)SC3CS(=O)(=O)CC32)c1 (stereo not given)
7%	Cc1cc2oc(C(=O)N3CCN(c4cccc(Cl)c4)CC3)cc(=O)c2cc1C
?	Cc1cc(C)c2c(=O)n(CC(=O)Nc3ccc(C)c(F)c3)c(=O)n(-c3ccccc3)c2n1
11%[6.33 µM]	O=c1n(-c2ccc(Cl)cc2)nc2n1CCN(Cc1cccc3ccccc13)C2
?	Cc1ccc(S(=O)(=O)NN=C2CCc3ccccc32)cc1
0%	COc1ccc(OC)c(C2CCCN2CC(=O)N2CCN(c3cccc(C)c3)CC2)c1 (stereo not given)
68%[activator]	COCCOCc1nc(C2CCN(C(=O)NC3CCCCC3)CC2)no1
33%[activator]	C=CC[N+](CC)(CC)CC#Cc1ccccc1
75%[activator]	CN(C)c1nccnc1OC1CCN(C(=O)c2ccccn2)C1 (stereo not given)
11%[6.33 µM]	O=C1NCc2ccccc2CC12CCCN(Cc1ccc(F)cc1O)C2 (stereo not given)
28%	CCOc1ccc(S(=O)(=O)NCCC(=O)NCC(c2ccc(OC)cc2)N2CCOCC2)cc1 (stereo not given)
-2%	O=C(Cn1ccc2ccc(Cl)cc21)NCc1ccccc1
13%	O=C(Nc1cccc(-c2nnc3n2CCCC3)c1)c1ccoc1
1%	Nc1cccn2nc(-c3ccccc3)nc12
3%[6.33 µM]	COc1ccc(CN2CCC(N3CCOC3=O)CC2)cc1
2%	Cc1c(C(=O)NCc2ccccc2Cl)sc2ncnc(NCC3CCCO3)c12 (stereo not given)
27%	COc1ccc(CN2CCc3nc(C)nc(-c4ccc(OC)cc4)c3CC2)cc1
-9%	CC(=O)c1cccc(NC(=O)CSc2nc3c(-c4ccccc4)c[nH]c3c(=O)n2C2CC2)c1
-13%	Cn1cnc(S(=O)(=O)N2CCCC(c3[nH]ccc3C(N)=O)C2)c1 (stereo not given)
?	N=C(N)CCl
?	Cc1ccc([C@H]2C[C@@H](O)[C@@H](O)[C@@H]2N2CCCCC2)cc1
49%	CCS(=O)(=O)Nc1ccc(C2(C(=O)NCC(C)C)CCCCC2)cc1
11%&0%[6.33 µM]	COc1ccc(CN2CCC3(Cc4ccccc4CNC3=O)C2)c(OC)n1 (stereo not given)
-6%	CCCCCNC(=O)C(c1cccc2ccccc12)n1c(=O)c(-c2ccccc2)nc2ccccc21 (stereo not given)
?	COC(=O)c1ccc2nc(-c3ccc(OC)c(OC)c3)c(Cc3ccccc3)n2c1
?	COc1ccc(C(=O)N2CC[C@@H](CC(=O)O)[C@@H](CCN3CCN(c4ccccn4)CC3)C2)cc1
-5%	COCc1nn2c(c1-c1ccccc1)NC(=O)CC2C(=O)Nc1ccccc1Cl (stereo not given)
40µM*	CC(=O)NC1(C)CCN(Cc2cnc(-c3ccc4c(ccn4C)c3)s2)CC1
0%	C=CCN1C(=O)N(Cc2ccccc2)c2ccccc2S1(=O)=O
-3%	O=C(CSc1nnc(-c2ccncc2)o1)Nc1ccc2c(c1)OCO2
-9%	COc1ccc(CN2C3=N[C@H](c4ccccc4)CC(=O)N3/C(=C\c3ccccc3)C2c2ccco2)c(OC)c1 (stereo not given in full)
?	COc1ccc2nc(-c3ccc4c(c3)OCO4)cc(C(=O)O)c2c1
-21%	COc1ccc(-c2nc3cc(NC(=O)c4ccccc4)ccc3o2)cc1
20%	CC(C)CC(C)NC(=O)c1ccc(CN2C(=O)NC3(CCS(=O)(=O)CC3)C2=O)cc1 (stereo not given)
-1%[176 µM]	CC(=O)NC1(C)CCCN(Cc2cccc(Nc3ccncc3)c2)C1 (stereo not given)
-4%	CC(C)CC(NC(=O)CC(C)(C)CC(=O)O)c1ccccc1 (stereo not given)
-14%	CCN1CC(CN(C)Cc2nnc(C(C)(C)C)o2)Oc2ccccc21 (stereo not given)
?	COc1cccc(C2C(C#N)=C(N)OC3=C2C(=O)CC(c2ccccc2)C3)c1 (stereo not given)
-2%	Cc1ccc(-c2ccc3c(c2)O[C@H](CN(C)C(=O)Nc2ccc(C(F)(F)F)cc2)[C@H](C)CN([C@H](C)CO)S3(=O)=O)cc1

Grouped by structure, those above with a Cl atom.
12-LOX inh	compound
?	CC(C)Cn1nnnc1SCc1coc(-c2cccc(Cl)c2)n1
32%	CC(C)CN(CC1CN(C(=O)c2ccccc2Cl)CCO1)C(=O)c1cccc(F)c1 (stereo not given)
-8%	Cc1nc2ccc(Cl)cc2cc1C(=O)NCCOc1ccc(F)cc1
-9%	COc1ccc2c(CCNC(=O)CSc3nc(Cl)nc4nc[nH]c34)c[nH]c2c1
-6%	Cc1cc(C)c2oc(C(=O)Nc3cccc(Cl)c3)cc(=O)c2c1
20%[176 µM]	Cn1nc(C2CCN(C(=O)Nc3ccc(Cl)cc3)CC2)[nH]c1=O
-19%	Nc1[nH]c(C(=O)c2ccccc2)c(-c2ccc(Cl)c(Cl)c2)c1C(=O)NCCc1c[nH]c2ccccc12
-3%	CC(C)CCOC(=O)C(C)Oc1ccc2c(=O)c(-c3ccccc3Cl)coc2c1 (stereo not given)
7%	Cc1cc2oc(C(=O)N3CCN(c4cccc(Cl)c4)CC3)cc(=O)c2cc1C
11%[6.33 µM]	O=c1n(-c2ccc(Cl)cc2)nc2n1CCN(Cc1cccc3ccccc13)C2
-2%	O=C(Cn1ccc2ccc(Cl)cc21)NCc1ccccc1
2%	Cc1c(C(=O)NCc2ccccc2Cl)sc2ncnc(NCC3CCCO3)c12 (stereo not given)
?	N=C(N)CCl
-5%	COCc1nn2c(c1-c1ccccc1)NC(=O)CC2C(=O)Nc1ccccc1Cl (stereo not given)
